Screening data as filed in PubChem BioAssay.
SV40 large T antigen = SV40 large T antigen inhibitors, biochemical (AID 1903). SV40 large T antigen ATPase/helicase inhibition assay; higher % means a stronger effect. inhibition, % at 20 µM, or IC50 in µM where a hit was titrated. actives 0.39% (n = 310,000); in the data active means a potency from the dose series; inconclusive means inhibition mostly from about 32% at the one dose, without a potency; inactive means the rest, 99 in 100 with inhibition below about 32%; further: strong numbers were not always called active
GPR55 antagonists = inhibition of LPI-stimulated GPR55 beta-arrestin translocation – imaging, U2OS, beta-arrestin-GFP, LPI agonist, primary screen (AID 2013); U2OS GPR55 beta-arrestin-GFP translocation imaging, LPI antagonism; higher % means a stronger effect; inhibition, % at 10 µM; hits with a dose series show IC50 in µM; actives 0.13% (n = 290,000);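 active means spots per cell inhibited over 60%, with over 100 cells counted and total cytoplasm intensity under 500,000; inconclusive means wells with under 100 cells, flagged as likely toxic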;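 further: U2OS cells stably carrying GPR55 and arrestin-GFP stimulated by 5 µM LPI near EC80; imaged beta-arrestin-GFP aggregate spots per cell after agonist stimulation; plate controls were LPI-stimulated DMSO wells for no effect and DMSO wells without LPI for full effect; some results filed as inactive read as strong as hits; confirmed hits need IC50 under 10 µM and bright autofluorescent wells are also inconclusive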
PhoP inhibition = inhibitors of PhoP regulon expression, primary screen, Salmonella Typhimurium, GFP reporter (AID 1863). S. Typhimurium PhoP-regulated promoter GFP reporter, 4 h; higher % means a stronger effect. inhibition, % at 50 µM; hits with a dose series show IC50 in µM. actives 0.16% (n = 300,000);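 active means inhibition over 29.93%, a cutoff 3 SD above the screen mean, later confirmed by dose response; inconclusive means inhibition over 29.93% but no dose response follow-up; inactive means inhibition at most 29.93% or unconfirmed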;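 further: 0% = low Mg2+ inducing control and 100% = high Mg2+ repressing control; strong numbers were not always called active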
RSV CPE inhibition = RSV antiviral activity via CPE protection, HEp-2 cells, primary 10 µM value included (AID 2391) | HEp-2 cells, RSV-induced CPE inhibition; higher % means a stronger effect | actives 0.13% (n = 310,000) | CPE inhibition, % at 10 µM; hits with a dose series show IC50 in µM; in the data active means a potency from the dose series; inconclusive means CPE inhibition mostly from about 23% at the one dose, without a potency; inactive means the rest, 99 in 100 with CPE inhibition below about 21%; further: strong numbers were not always called active
HIV fusion peptide = inhibitors of HIV fusion peptide binding, primary screen, biochemical, uHTS, fluorescence dequenching (AID 1986); cell-free peptide binding, fluorescence dequenching, 30 min; higher % means a stronger effect; inhibition, % at 20 µM; hits with a dose series show IC50 in µM; actives 0.3% (n = 290,000); in the data active means inhibition mostly above about 52%, no sharp cut-off; inactive means mostly below about 76%; further: some results filed as inactive read as strong as hits
NS5 inhibitors = Dengue-2 NS5 methyltransferase inhibitors, primary screen, biochemical, confirmation dose response (AID 588689); Dengue-2 NS5 methyltransferase capping enzyme assay, biochemical; higher % means a stronger effect; inhibition, % at 25 µM; hits with a dose series show IC50 in µM; actives 0.3% (n = 340,000); in the data active means a potency from the dose series; inconclusive means inhibition above about 29% without an active follow-up result
GPR35 arrestin U2OS = inhibition of zaprinast-stimulated GPR35 beta-arrestin translocation – imaging, U2OS, beta-arrestin-GFP, zaprinast agonist, primary screen (AID 2058) | U2OS GPR35 beta-arrestin-GFP translocation imaging, zaprinast antagonism; higher % means a stronger effect | one-dose inhibition, % at 10 µM; IC50 in µM for titrated hits | actives 0.052% (n = 290,000);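 active means inhibition of at least 50% with at least 30 cells and total cytoplasm GFP at most 10,000,000; inconclusive means under 30 cells or total GFP of 10,000,000 plus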
UTI89 phage lysis = protection from phage-mediated lysis, alamar blue read-out – E. coli UTI89, K1F phage, bacterial capsule biogenesis inhibitors (AID 488966); E. coli UTI89 K1F phage lysis, alamar blue, 2 h; higher % means a stronger effect; inhibition, % at 100 µM, or IC50 in µM where a hit was titrated; actives 0.02% (n = 340,000);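 active means phage lysis inhibition, versus mean bacterial control, above a set limit; inconclusive means no clear call, values can overlap the other calls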;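 further: capsule biogenesis inhibitors block K1F phage lysis so surviving cells raise fluorescence; higher fluorescence means more inhibition of phage lysis; actives were called in the ten point dose series up to 300 µM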
MgcRacGAP inhibition = MgcRacGAP GTPase-activating activity inhibitors, confirmation, biochemical, ADP Hunter fluorescence; actives 0.6% (n = 340,000); MgcRacGAP-stimulated Rac1 GTP hydrolysis, ADP Hunter fluorescence; higher % means a stronger effect; GST-tagged Rac1 F28L mutant substrate; one-dose inhibition, % at 30 µM; IC50 in µM for titrated hits;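 active means first-screen hits whose inhibition reached a set limit at any dose in the follow-up dose series; inconclusive means inhibition above the set first-screen limit but never retested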;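 further: fluorescence reports GDP produced by GAP-driven GTP hydrolysis; strong numbers were not always called active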
* = called active by the depositor; ? = inconclusive; nt = no result given; [ ] = dose if it differs, or a comment.

SMILES	SV40 large T antigen	GPR55 antagonists	PhoP inhibition	RSV CPE inhibition	HIV fusion peptide	NS5 inhibitors	GPR35 arrestin U2OS	UTI89 phage lysis	MgcRacGAP inhibition
CC1Cc2ccccc2N1C(=O)CSc1nncn1C (centres undefined)	12%	2%	-3%	0.6%	0.7%	0%	2%	0.2%	12%
CCC(C)NC(=O)Cn1cnc2sc(C)c(S(=O)(=O)N3CCN(c4ccccc4OC)CC3)c2c1=O (centres undefined)	2%	-3%	7%	1.8%	1.7%	-7%	-11%	0.7%	0%
O=C(COc1ccccc1Cl)NC(=S)Nc1ccccc1N1CCCC1	12%	9%	-13%	1.2%	3.3%	0%	5%	0.1%	11%
C=CCN(CC=C)C(=O)CCc1nnc(CCc2c[nH]c3ccccc23)o1	-5%	12%	-1%	-1.0%	1.0%	-2%	1%	4.8%	1%
CN(C(=O)c1cncc(Br)c1)C1C2CC3CC(C2)CC1C3 (centres undefined)	-3%	-17%	-2%	1.2%	-1.2%	8%	4%	0.9%	4%
O=C1COc2ccc(C(=O)CSc3ccc(Br)cc3)cc2N1	nt	nt	nt	0.3%	nt	2%	nt	-0.1%[50 µM]	12%
O=C1COc2ccccc2N1Cc1c(F)cccc1Cl	3%	12%	-3%	0.9%	2.3%	-1%	-16%	0.1%	9%
OC(CNCc1ccc2c(c1)OCO2)COc1ccccc1 (centres undefined)	10%	-13%	-1%	nt	-0.4%	-5%	-1%	1.1%	2%
CN(C)c1cc(-c2ccc(Br)cc2)oc(=O)c1Cl	17%	0%	-7%	7.0%	-3.2%	nt	1%	nt	nt
COc1ccc(-c2csc3ncn(-c4ccccc4OC)c(=O)c23)cc1OC	22%	0%	-1%	3.0%	1.0%	-5%	-2%	-7.2%	-2%
CC(C)(C)NC(=O)NC(=O)CN1CCN(c2ccccc2)CC1	-1%	6%	0%	1.9%	-0.5%	-7%	8%	0.2%	7%
COc1ccc(/C=N/Nc2nncc3ccccc23)cc1	3%	10%	-10%	3.5%	-0.9%	0%	2%	0.1%	7%
COc1ccc(S(=O)(=O)NCC2CCCO2)cc1NC(=O)c1ccccc1 (centres undefined)	-2%	-25%	3%	0.0%	-1.3%	1%	13%	0.3%[50 µM]	-5%
COc1ccccc1N1CCN(S(=O)(=O)c2ccc3c(c2)oc(=O)n3C)CC1	-6%	-3%	3%	3.4%	-0.6%	-9%	1%	0.2%	8%
O=C(CSc1nc2c(c(=O)n1-c1ccc(Cl)cc1)SCC2)Nc1ccc2c(c1)OCCO2	4%	20%	0%	4.1%	-1.0%	-7%	-8%	-0.3%	11%
COc1ccc(Cl)cc1N1C(=O)CN(Cc2cc(OC)c(OC)c(OC)c2)C1=S	8%	9%	-3%	7.1%	1.0%	1%	9%	1.2%	7%
Cc1ccc(NS(=O)(=O)Cc2ccccc2)cc1Cl	8%	5%	-2%	2.8%	2.2%	-1%	-6%	0.4%	11%
O=C(O)C1CC=CCC1C(=O)Nc1cc(Cl)ccc1Cl (centres undefined)	7%	-8%	0%	3.1%	0.7%	-2%	-4%	0.3%	7%
Cc1cccc(NCC(=O)N/N=C\c2cccc(Oc3ccccc3)c2)c1	-4%	-7%	-9%	1.0%	-0.5%	-10%	-7%	0.1%	0%
c1cncc(-c2nnc(SCc3cccc4ccccc34)o2)c1	3%	13%	6%	0.5%	0.2%	-3%	1%	-0.7%	16%
Cc1nc2ccccc2n2c(-c3ccccc3)c3c(=O)n(C)c(=O)n(C)c3c12	0%	-9%	10%	2.3%	-3.5%	3%	-2%	2.9%	11%
CCOC(=O)c1ccccc1NC(=O)CSC(C)C(=O)Nc1cc(C)on1 (centres undefined)	13%	nt	0%	1.7%	nt	-2%	nt	1.2%[50 µM]	7%
C=CCN1C(=O)c2ccc(C(=O)Nc3ccccn3)cc2C1=O	8%	nt	0%	-1.5%	nt	-6%	nt	1.2%[50 µM]	2%
COc1ccccc1CNC(=O)c1ccc(C)s1	11%	-8%	-8%	2.1%	1.8%	2%	-6%	0.2%	4%
CC(=O)CC(=O)NC1C2CC3CC(C2)CC1C3 (centres undefined)	4%	5%	-4%	1.0%	-2.6%	-7%	16%	3.7%	7%
COc1ccccc1C(=O)N(Cc1ccc(Cl)cc1)C1CCS(=O)(=O)C1 (centres undefined)	17%	-2%	-7%	1.5%	0.4%	-3%	-2%	0.4%	-3%
Cc1sc2ncnc(N3CCN(S(=O)(=O)c4ccc(F)cc4)CC3)c2c1C	6%	-10%	2%	5.7%	2.1%	5%	-1%	0.4%	9%
COc1ccc(C(=O)C2CCCN(S(=O)(=O)C(C)C)C2)c(C)c1 (centres undefined)	8%	-5%	-3%	4.6%	24%	-6%	4%	0.0%	11%
O=[N+]([O-])c1ccc(N2CCN(c3ccc(F)cc3)CC2)cn1	4%	7%	-4%	?	-2.5%	-2%	-8%	0.4%	5%
CC(=O)Oc1ccc(/C=N\NC(=O)c2cc3c(ccc4ccccc43)o2)cc1	25%	-1%	3%	?	7.7%	-3%	-2%	-0.3%	0%
Cc1c(C2CC(=O)N(c3ccccc3)C2=O)[nH]n(-c2ccccc2)c1=O (centres undefined)	23%	-6%	11%	0.3%	4.2%	47%	-10%	1.5%	8%
CCn1c(SCC(=O)NC(C)C)nnc1-c1cccs1	10%	4%	-3%	3.0%	-1.3%	4%	5%	0.0%	7%
O=C(C1=C(O)C(=O)N(CCc2ccccc2)C1c1cccnc1)c1ccco1 (centres undefined)	2%	-11%	8%	-0.4%	0.0%	-5%	9%	-0.7%	0%
CCN(CC)C(C)C(=O)Nc1c2c(cc3c1CCC3)CCC2 (centres undefined)	4%	12%	7%	0.3%	-1.9%	-2%	10%	0.6%	8%
COc1ccc(/C=C(/C#N)c2cccnc2)cc1OC	9%	-16%	7%	-2.1%	2.4%	1%	-9%	5.7%	5%
O=C(CCSCCc1ccccn1)Nc1nccs1	0%	8%	0%	4.2%	0.2%	-6%	11%	0.1%	2%
COc1cc(NC(=O)CN(C)S(=O)(=O)c2cccs2)cc(OC)c1	6%	7%	2%	1.5%	1.3%	2%	-6%	0.0%	-13%
O=C(CSc1nnc(-c2cccnc2)s1)Nc1cccc(C(=O)O)c1	-10%	-6%	10%	0.5%	-0.2%	-9%	22%	6.2%	6%
COc1ccc(NS(=O)(=O)c2ccc3c(c2)[C@H]2C=CC[C@H]2[C@@H](c2ccc(C(=O)O)cc2)N3)cc1	57%	4%	5%	3.8%	8.2µM*	44µM*	-8%	-0.1%	?
CC(=O)Nc1ccc(NC(=O)C2CCN(C(=O)c3ccc([N+](=O)[O-])cc3)CC2)cc1	2%	8%	-6%	3.9%	0.3%	-4%	-3%	0.1%	15%
CN1CCN(S(=O)(=O)c2ccc(NC(=S)NC(=O)C3CCCC3)cc2)CC1	11%	0%	5%	-1.7%	-0.8%	12%	-2%	-2.6%	0%
Cc1ccc(-c2cccc(NC(=O)C3C(C(=O)O)[C@@H]4C=C[C@H]3C4)c2)o1 (some centres undefined)	7%	7%	-7%	1.7%	2.7%	-6%	-1%	-0.3%	10%
CN(Cc1ccc2ccccc2c1)C(=O)c1ccc(C(F)(F)F)cc1	8%	-2%	-1%	20%	-0.3%	-5%	-8%	0.0%	5%
Cc1c(/C=N/NC(=O)c2cc(Br)ccc2O)c(=O)n(C)c(=O)n1C	7%	-3%	3%	1.2%	-1.6%	-10%	-6%	0.6%	3%
COc1ccc2c(c1)c(C(O)CN1CCC(Cc3ccccc3)CC1)c(C)n2C (centres undefined)	7%	42%	1%	0.5%	1.3%	-3%	9%	6.6%	6%
O=C(O)c1ccc2c(c1)ncn2C1CCCCC1	9%	13%	-14%	1.1%	-0.2%	-5%	8%	0.1%	1%
COc1ccc(NC(=O)c2ccc3c(c2)OCCO3)cc1OC	9%	15%	-2%	3.8%	-0.7%	-5%	-6%	0.0%	4%
O=C(NCc1cccnc1)C1CC(c2ccc(Cl)c(Cl)c2)=NO1 (centres undefined)	13%	-5%	-4%	3.0%	1.0%	nt	14%	0.7%	17%
Cc1ncc(CN=Cc2ccc(Cl)cc2)c(N)n1	9%	4%	1%	2.1%	-1.2%	-1%	-6%	0.8%	8%
Cc1ccc(N2CC(C(=O)N/N=C/c3c(F)cccc3Cl)CC2=O)cc1 (centres undefined)	13%	8%	-5%	3.7%	1.0%	0%	-1%	-0.1%[50 µM]	7%
CCCc1cc(C(=O)Nc2cc(OC)c(Cl)cc2OC)no1	5%	13%	8%	3.7%	-1.4%	3%	7%	-0.5%	0%

Among those listed so far, these have two or more sulfur atoms:
SMILES	SV40 large T antigen	GPR55 antagonists	PhoP inhibition	RSV CPE inhibition	HIV fusion peptide	NS5 inhibitors	GPR35 arrestin U2OS	UTI89 phage lysis	MgcRacGAP inhibition
CCC(C)NC(=O)Cn1cnc2sc(C)c(S(=O)(=O)N3CCN(c4ccccc4OC)CC3)c2c1=O (centres undefined)	2%	-3%	7%	1.8%	1.7%	-7%	-11%	0.7%	0%
O=C(CSc1nc2c(c(=O)n1-c1ccc(Cl)cc1)SCC2)Nc1ccc2c(c1)OCCO2	4%	20%	0%	4.1%	-1.0%	-7%	-8%	-0.3%	11%
Cc1sc2ncnc(N3CCN(S(=O)(=O)c4ccc(F)cc4)CC3)c2c1C	6%	-10%	2%	5.7%	2.1%	5%	-1%	0.4%	9%
CCn1c(SCC(=O)NC(C)C)nnc1-c1cccs1	10%	4%	-3%	3.0%	-1.3%	4%	5%	0.0%	7%
O=C(CCSCCc1ccccn1)Nc1nccs1	0%	8%	0%	4.2%	0.2%	-6%	11%	0.1%	2%
COc1cc(NC(=O)CN(C)S(=O)(=O)c2cccs2)cc(OC)c1	6%	7%	2%	1.5%	1.3%	2%	-6%	0.0%	-13%
O=C(CSc1nnc(-c2cccnc2)s1)Nc1cccc(C(=O)O)c1	-10%	-6%	10%	0.5%	-0.2%	-9%	22%	6.2%	6%
CN1CCN(S(=O)(=O)c2ccc(NC(=S)NC(=O)C3CCCC3)cc2)CC1	11%	0%	5%	-1.7%	-0.8%	12%	-2%	-2.6%	0%
